Mac1 fbg enh – enhancers of human CD11b/CD18 binding to fibrinogen. K562 CD11b/CD18 adhesion to fibrinogen, ATPlite luminescence. P05107+P11215. activation, % at 10 µM. hit rate 0.07% among 93,000;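 active = 10 µM primary screen giving 50% or more activity, confirmed by 40% or more on retest at that dose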; also: strong numbers were not always called active
HIV Rev-RRE inh – disrupts HIV-1 Rev binding to RRE RNA | Rev peptide-RRE RNA binding, FRET | inhibition, % at 8 µM | AID 704 | P05866 | hit rate 0.79% among 97,000;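 active = inhibition above the screen-wide mean plus 3 SD, cut at about 35% in these data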;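 also: 0% = median DMSO wells and 100% = median Neomycin B control wells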
Target sequence (P05866 whole entry, looked up): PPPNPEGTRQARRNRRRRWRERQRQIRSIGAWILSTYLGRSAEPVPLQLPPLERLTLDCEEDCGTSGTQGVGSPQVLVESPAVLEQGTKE
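Test system – labelled RRE RNA duplex and labelled Rev peptide · Signal – fluorescein-to-Cy5 FRET, 480 nm excitation · Evaluation – % inhibition of FRET ratio versus controls · Benchmarks – DMSO low control, neomycin B high control · Incubation – 5 min RNA-compound premix plus 15 min binding step, 25 °C · Medium – HEPES pH 7.5 salt buffer with EDTA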
FAK blocker – blocks human focal adhesion kinase activity. biochemical FAK kinase activity assay. hit rate 0.84% among 97,000. inhibition, %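 (tested at 7 µM)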. Q05397; in the data active = inhibition above about 19%;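 also: 0% = DMSO and 100% = reference compound high control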
PLK1 inh – blocks human PLK1 kinase activity; recombinant PLK1 kinase, TR-FRET peptide phosphorylation; inhibition, % at 10 µM; hit rate 0.53% among 97,000;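 active = inhibition of 50% or more in the single-concentration screen; inactive = inhibition below 50%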;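 also: 0% = DMSO max control and 100% = H-89 dihydrochloride min control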
Target sequence (P53350 whole entry, looked up): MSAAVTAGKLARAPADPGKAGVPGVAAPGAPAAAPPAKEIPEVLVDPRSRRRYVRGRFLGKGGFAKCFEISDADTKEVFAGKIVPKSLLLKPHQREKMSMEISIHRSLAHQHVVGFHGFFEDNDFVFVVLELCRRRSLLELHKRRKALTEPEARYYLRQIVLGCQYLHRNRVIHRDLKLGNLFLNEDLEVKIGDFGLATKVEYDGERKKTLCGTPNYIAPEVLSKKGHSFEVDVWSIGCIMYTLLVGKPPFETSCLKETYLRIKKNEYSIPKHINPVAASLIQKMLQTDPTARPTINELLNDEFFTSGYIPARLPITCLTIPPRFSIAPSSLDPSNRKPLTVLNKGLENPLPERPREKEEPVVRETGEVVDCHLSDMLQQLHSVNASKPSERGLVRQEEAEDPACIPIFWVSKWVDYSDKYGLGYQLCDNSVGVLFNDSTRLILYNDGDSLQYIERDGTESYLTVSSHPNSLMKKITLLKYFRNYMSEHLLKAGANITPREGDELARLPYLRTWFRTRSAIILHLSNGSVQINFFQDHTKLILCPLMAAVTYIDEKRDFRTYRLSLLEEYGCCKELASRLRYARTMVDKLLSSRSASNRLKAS
ERb SRC1 inh – blocks coactivator binding to human estrogen receptor beta | inhibition, % at 25.6 µM | hit rate 1.3% among 86,000 | TR-FRET ER-beta LBD / SRC1-Cy5 peptide binding; receptor agonist-loaded with 1 µM estradiol | AID 633;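 active = compounds whose percent inhibition of the receptor-coactivator binding signal exceeds about 50% in the single-dose screen, limit read from the data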;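 also: 0% = receptor plus peptide wells without compound and 100% = peptide-only wells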
Plk1 PBD FP – blocks phosphopeptide binding to human Plk1 polo box domain; inhibition, %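 (tested at about 20 µM)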; P53350; Plk1 PBD phosphopeptide binding, fluorescence polarization; hit rate 0.13% among 97,000; in the data active = inhibition above about 34%, passing the limit was not always enough
ERa SRC1 pot – ER-alpha (human) coactivator binding potentiation; P03372; TR-FRET ERalpha-LBD/SRC-Cy5 coactivator binding, 2 h; 100 = basal binding, no effect; hit rate 1.3% among 86,000; coactivator binding (% of control), % at 25.6 µM; in the data active = activity above about 200%;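 also: binding measured in presence of low estradiol as agonist stimulus; 0% = peptide alone without receptor and 100% = receptor with peptide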
Mac1 fbg inh – blocks human CD11b/CD18 adhesion to fibrinogen. P05107+P11215. K562 CD11b/CD18 adhesion to fibrinogen, ATPlite luminescence; Mn2+ added to activate the integrin. inhibition, % at 10 µM. hit rate 0.54% among 93,000. AID 1497;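 active = primary inhibition of 50% or more at 10 µM, then 40% or more on retest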; also: some results filed as inactive read as strong as hits
ERa coact inh – ER-alpha (human) coactivator binding inhibition; TR-FRET ER-alpha LBD / SRC-1 peptide, estradiol-bound; inhibition, % at 25.6 µM; hit rate 1.7% among 86,000; AID 629; in the data active = inhibition above about 50%;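 also: 0% = receptor plus peptide control and 100% = peptide only without receptor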
* = called active by the depositor; x = not tested or not shown; [ ] = remark or other dose.

SMILES	Mac1 fbg enh	HIV Rev-RRE inh	FAK blocker	PLK1 inh	ERb SRC1 inh	Plk1 PBD FP	ERa SRC1 pot	Mac1 fbg inh	ERa coact inh
Cc1nn(Cc2ccc(F)cc2)c(C)c1NC(=O)c1cnn2c1NC(c1ccccc1)CC2C(F)(F)F (stereo not drawn)	0	0	0	-6	8[fluorescence artefact?]	-12	106	-10	8[fluorescence artefact?]
CCOC(=O)C1=C(C)NC(=O)NC1c1ccc(OC)c(Cl)c1 (stereo not drawn)	-2	x	x	x	-9[fluorescence artefact?]	x	119	-1	2
O=C(CCN1C(=O)c2ccccc2C1=O)NCc1ccco1	0	12	-2	-12	21	-22	93	-8	9
Cc1ccccc1-c1nc(CN2CCC(C(=O)NC3CCN(Cc4ccccc4)CC3)CC2)c(C)o1	x	-2	-8	0	9[fluorescence artefact?]	-44	103	x	3
Cc1nnc(NC(=O)c2cc3n(n2)C(C(F)(F)F)CC(C2CC2)N3)s1 (stereo not drawn)	-3	1	-9	1	15	23	104	-15	16
Cc1cc(N(C)C)cc(C)[n+]1[O-]	-7	3	-7	-5	3	-3	92	-1	-7
CCOc1ccc(-c2cc(N)n(S(=O)(=O)c3ccc(OC)cc3)n2)cc1	2	14	4	-24	0	-24	104	-4	-1
COc1ccccc1-n1c(-c2cccnc2)n[nH]c1=S	0	5	0	-1	8[fluorescence artefact?]	-14	86[fluorescence artefact?]	-7	4[fluorescence artefact?]
Cc1c(NC(=O)CSc2ccccc2C(=O)Nc2cccnc2)c(=O)n(-c2ccccc2)n1C	3	9	2	-1	0[fluorescence artefact?]	17	112	-13	5[fluorescence artefact?]
CC(=O)c1cccc(NC(=O)c2ccc(NS(C)(=O)=O)cc2)c1	x	-2	0	-11	-12	19	98	x	-16
CCOC(=O)c1sc(NC(=O)CSc2n[nH]c(-c3ccccc3)n2)c(C#N)c1C	-15	x	x	x	32[fluorescence artefact?]	x	136[fluorescence artefact?]	96	13[fluorescence artefact?]
O=C(Nc1ccon1)c1cccc(C(F)(F)F)c1	3	x	x	x	-5	x	116	8	-8
N#CC(c1cccc(Cl)c1)c1ncc(C(F)(F)F)cc1Cl (stereo not drawn)	x	13	9	-10	x	-15	x	x	x
CS(=O)(=O)N(CC(=O)NCc1ccccc1Cl)Cc1ccccc1	x	6	1	-11	-11	11	106	x	-15
CCN(CC)C(=O)N1CCc2ccccc2C1CN1C(=O)c2ccccc2C1=O (stereo not drawn)	x	8	3	-4	-6	-10	85	x	0
O=C(CCN1C(=O)c2ccccc2C1=O)OCN1C(=O)c2ccccc2C1=O	-3	1	-1	-9	-1[fluorescence artefact?]	-2	111[fluorescence artefact?]	-21	8[fluorescence artefact?]
C=CCNc1nc(Nc2ccc(OC)cc2OC)nc(OCC)n1	-3	4	0	-13	-5	-11	124	-20	0
Nc1c(-c2ccc(Cl)cc2)cnc2ncnn12	2	5	5	-7	x	-9	x	-4	x
COC(=O)c1ccccc1NC(=O)CNC(=O)c1ccco1	0	2	-4	-13	-5	-9	118[fluorescence artefact?]	-20	-11
O=C(Nc1cc(C(F)(F)F)ccc1N1CCOCC1)c1ccc(Br)o1	-6	6	18	-4	-3	6	128[fluorescence artefact?]	1	-3

Quoted from the results shown (11 entries):
SMILES	Mac1 fbg enh	HIV Rev-RRE inh	FAK blocker	PLK1 inh	ERb SRC1 inh	Plk1 PBD FP	ERa SRC1 pot	Mac1 fbg inh	ERa coact inh
CC(=O)c1cccc(NC(=O)c2ccc(NS(C)(=O)=O)cc2)c1	x	-2	0	-11	-12	19	98	x	-16
CCOC(=O)c1sc(NC(=O)CSc2n[nH]c(-c3ccccc3)n2)c(C#N)c1C	-15	x	x	x	32[fluorescence artefact?]	x	136[fluorescence artefact?]	96	13[fluorescence artefact?]
O=C(Nc1ccon1)c1cccc(C(F)(F)F)c1	3	x	x	x	-5	x	116	8	-8
N#CC(c1cccc(Cl)c1)c1ncc(C(F)(F)F)cc1Cl (stereo not drawn)	x	13	9	-10	x	-15	x	x	x
CS(=O)(=O)N(CC(=O)NCc1ccccc1Cl)Cc1ccccc1	x	6	1	-11	-11	11	106	x	-15
CCN(CC)C(=O)N1CCc2ccccc2C1CN1C(=O)c2ccccc2C1=O (stereo not drawn)	x	8	3	-4	-6	-10	85	x	0
O=C(CCN1C(=O)c2ccccc2C1=O)OCN1C(=O)c2ccccc2C1=O	-3	1	-1	-9	-1[fluorescence artefact?]	-2	111[fluorescence artefact?]	-21	8[fluorescence artefact?]
C=CCNc1nc(Nc2ccc(OC)cc2OC)nc(OCC)n1	-3	4	0	-13	-5	-11	124	-20	0
Nc1c(-c2ccc(Cl)cc2)cnc2ncnn12	2	5	5	-7	x	-9	x	-4	x
COC(=O)c1ccccc1NC(=O)CNC(=O)c1ccco1	0	2	-4	-13	-5	-9	118[fluorescence artefact?]	-20	-11
O=C(Nc1cc(C(F)(F)F)ccc1N1CCOCC1)c1ccc(Br)o1	-6	6	18	-4	-3	6	128[fluorescence artefact?]	1	-3

(continued)
SMILES	Mac1 fbg enh	HIV Rev-RRE inh	FAK blocker	PLK1 inh	ERb SRC1 inh	Plk1 PBD FP	ERa SRC1 pot	Mac1 fbg inh	ERa coact inh
Cc1ccc2c3c(c(SCC(=O)Nc4nonc4C)nc2c1)CCCC3	-1	x	x	x	0[fluorescence artefact?]	x	184[fluorescence artefact?]	-14	5[fluorescence artefact?]
COC(=O)C1CCN(S(C)(=O)=O)CC1	x	0	0	-18	-2	-10	130[fluorescence artefact?]	x	-7
CCOc1ccccc1NC1=C(Cl)C(=O)N(Cc2ccccc2)C1=O	-2	15	-2	-6	x	-37	x	11	x
Cc1cc(C)nc(N2CCC(C(=O)NCC3CCCCC3)CC2)n1	0	-3	0	-14	1[fluorescence artefact?]	-36	89	-4	-3
Cc1ccc(-c2n[nH]c(=O)c3ccccc23)cc1S(=O)(=O)NCCN1CCOCC1	0	7	3	-15	2	-15	99	-1	-3
O=C(O)CSc1nnc(CNc2ccc(Cl)cc2)n1Cc1ccccc1	0	2	-4	-10	1	7	105	7	5
COCCNC(=O)C(OC(=O)c1cccs1)c1ccccc1 (stereo not drawn)	0	6	5	-6	2[fluorescence artefact?]	7	110[fluorescence artefact?]	-16	4[fluorescence artefact?]
Cn1nc(C(=O)N2CCOCC2)c2ccccc2c1=O	-5	1	0	-9	x	9	x	2	x
CCOC(=O)C1CCCN(C(=O)C2CCN(S(=O)(=O)c3cnc[nH]3)CC2)C1 (stereo not drawn)	-3	x	x	x	2[fluorescence artefact?]	x	133[fluorescence artefact?]	-22	0[fluorescence artefact?]
Cc1ccc(C(N)=O)cc1S(=O)(=O)Nc1cccc(C)c1C	-3	5	0	-12	-3[fluorescence artefact?]	9	110	0	-9[fluorescence artefact?]
CCOC(=O)Cc1csc(NC(=O)COc2ccccc2OCC)n1	x	7	4	-3	-3	12	95	x	-13
Cn1c(SCc2nc3ccccc3s2)nnc1-c1cccs1	-3	x	x	x	7	x	110	-8	2
CC1CCN(c2nc(-c3ccncc3)nc3ccccc23)CC1	2	9	0	-7	-14	2	93	-15	-5
O=C(CSc1cn(CCNC(=O)c2cccs2)c2ccccc12)NCC1CCCO1 (stereo not drawn)	-2	x	x	x	-11	x	110	-19	-3
Cc1cc(/C=C2\SC(=S)NC2=O)c(C)n1C	-6	54*	-1	-17	x	-15	x	9	x
Nc1c(Cl)ncnc1N1CCOCC1	x	0	-1	-15	x	3	x	x	x
Cc1cc(=O)n2ncnc2n1COCCO	0	1	2	-6	3[fluorescence artefact?]	-3	127	-7	2
CC1(C)CCCC2=C1CC1C(=O)N(O)C(=O)C1C2 (stereo not drawn)	-5	6	2	-10	89*	-20	119	-11	0
O=C1OCCC1Sc1nc2ccccc2n1Cc1ccccc1 (stereo not drawn)	1	3	-1	-13	-2	-25	86	13	-3
COc1ccccc1CNC(=O)CN1CCN(Cc2ccc(Cl)cc2)C1=O	x	8	-3	-2	-10	-6	87	x	-2
CCOC(=O)C1CCN(S(=O)(=O)c2ccc(C(=O)OC)cc2)CC1	1	2	1	-15	-3	-10	111	-9	-9
CCN(CC)P(=O)(/C(Cl)=C\Nc1c(C)n(C)n(-c2ccccc2)c1=O)N(CC)CC	-4	-2	2	-1	-9	-10	112	-9	-11[fluorescence artefact?]
CN(C)CCCOC(=O)c1cc2ccccc2o1	2	3	0	-12	18	-8	104	-14	3
O=C(O)CCCCCN1C(=O)C2CCCCC2C1=O (stereo not drawn)	x	4	0	-4	-2	-23	99	x	-7
Cc1ccc(C)c(NC2=C(Cl)C(=O)OC2OC(=O)c2ccco2)c1 (stereo not drawn)	-2	0	0	-3	1[fluorescence artefact?]	18	127[fluorescence artefact?]	-23	2[fluorescence artefact?]
COCc1cc(C)nc(N2CCNCC2)c1C#N	1	3	2	-9	-7	1	107[fluorescence artefact?]	1	-2
Cn1c2c(c(=O)n(C)c1=O)C(c1cc3c(cc1Br)OCO3)CC(=O)N2 (stereo not drawn)	-9	x	x	x	-3	x	114[fluorescence artefact?]	5	-1
COCCNC(=O)CSc1nnc2c(Cl)cc(Cl)cn12	-4	5	3	-11	4	21	105	-23	-5
O=C(CN1C(=O)c2ccccc2C1=O)Nc1ccccc1C(=O)NC1CCCCC1	-1	5	-1	-2	-6	-1	108[fluorescence artefact?]	6	6
CCN1C(=O)N(CC)C2C1N(C(C)=O)C(=O)N2C(C)=O (stereo not drawn)	x	6	-4	-8	4	2	98	x	1[fluorescence artefact?]
CCOc1ccc(N(CC(=O)NC2CCCCC2)C(=O)CNC(=O)c2ccco2)cc1	x	8	-3	-9	-6[fluorescence artefact?]	-4	105	x	-6[fluorescence artefact?]
CC(C)C12CN3CC(C(C)C)(CN(C1)C3c1ccco1)C2=O (stereo not drawn)	x	0	-7	-7	-15	5	131	x	-5
Cc1ccc(P(=O)(CO)c2ccc(C)cc2)cc1	2	1	0	-4	-1	4	109	-32	8
Cc1ccc(-c2nc3ccccc3[nH]2)s1	-3	27	3	-3	28[fluorescence artefact?]	-25	100[fluorescence artefact?]	11	7
O=C(COC(=O)CCCNC(=O)c1ccc(Cl)cc1)NCc1ccccc1Cl	6	9	1	-6	x	10	x	0	x
CC(=O)Nc1ccc(NC(=O)CSC2=NCCS2)cc1	-4	2	-3	-15	4	16	104	-17	-4
CC(=O)Nc1nc2ccc(Br)cc2s1	2	4	7	6	-1	15	113	9	4
COC(=O)C(NC(=O)c1ccccc1)(Nc1nccs1)C(F)(F)F (stereo not drawn)	-2	3	0	6	-5	12	108	-1	-9
Cc1cccc(/C=c2\s/c(=C\C(=O)C(C)(C)C)[nH]c2=O)c1	-4	13	8	1	-3	-27	84	7	2
COc1ccc(OC)c(C(=O)/C=C/c2ccccc2C(F)(F)F)c1	x	15	1	-7	x	-3	x	x	x
O=c1c2cc3c(cc2[nH]c(=S)n1Cc1ccco1)OCO3	1	7	0	-1	7	-10	96	-4	2

Screening data: PubChem BioAssay, several laboratories
